Compound activity (PubChem BioAssay)
UGM FP inh – inhibitors of M. tuberculosis UDP-galactopyranose mutase | P9WIQ1 | purified UGM, fluorescence polarization probe displacement | inhibition, % at 10 µM | 320,000 tested, 0.06% active; in the data active means inhibition above about 10%, passing the limit was not always enough; inconclusive means no clear call, values can overlap the other calls
Target sequence (P9WIQ1 whole entry, looked up): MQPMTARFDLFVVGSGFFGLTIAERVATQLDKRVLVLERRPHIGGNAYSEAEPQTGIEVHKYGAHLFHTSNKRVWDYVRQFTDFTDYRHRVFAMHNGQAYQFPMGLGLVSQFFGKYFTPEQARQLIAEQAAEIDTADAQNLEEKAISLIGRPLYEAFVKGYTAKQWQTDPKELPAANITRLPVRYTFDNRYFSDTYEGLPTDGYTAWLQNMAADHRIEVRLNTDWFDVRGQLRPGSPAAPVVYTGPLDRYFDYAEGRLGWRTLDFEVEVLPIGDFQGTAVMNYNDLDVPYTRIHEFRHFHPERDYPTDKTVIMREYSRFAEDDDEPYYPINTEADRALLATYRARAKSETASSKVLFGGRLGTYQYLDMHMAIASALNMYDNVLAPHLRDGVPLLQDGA
BioA inh – BioA (M. tuberculosis) enzyme inhibition; 360,000 tested, 0.096% active; purified M. tuberculosis BioA enzyme, plate reader; inhibition, % at 9.99 µM; in the data active means inhibition above about 40%; inconclusive means no clear call, values can overlap the other calls
BoNT F protease – inhibitors of Botulinum neurotoxin F light chain protease | Multiplex microsphere protease cleavage assay, flow cytometry | inhibition, % at 10 µM | 360,000 tested, 0.22% active; in the data active means inhibition above about 35%, passing the limit was not always enough; inconclusive means no clear call, values can overlap the other calls; further: plate controls were buffer without enzyme for full effect and enzyme alone for no effect
CCHFV vOTU inh – CCHFV vOTU protease inhibition | Pep-AMC fluorescence | inhibition, % at 11.5 µM | 370,000 tested, 0.55% active; further: 0% = vehicle wells with enzyme and 100% = no enzyme wells
FadD28 FP inh – M. tuberculosis FadD28 bisubstrate binding inhibition; 360,000 tested, 0.22% active; inhibition, % at 12.5 µM; FadD28 bisubstrate probe binding, fluorescence polarization; in the data active means inhibition above about 8.5%, passing the limit was not always enough; inconclusive means no clear call, values can overlap the other calls
GDH-TPI counter – GDH-TPI coupled enzyme inhibition counter-screen | GDH-TPI coupled enzyme counterscreen, NADH absorbance | inhibition, % at 4.8 µM | 360,000 tested, 1.2% active | AID 588335;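 further: 0% = DMSO wells and 100% = wells lacking the enzyme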
BoNT-A LC inh2 – blocks Botulinum neurotoxin A light chain protease. AID 588499. inhibition, % at 10 µM. 360,000 tested, 0.17% active. multiplex microsphere protease substrate cleavage, flow cytometry; in the data active means inhibition above about 30%; inconclusive means no clear call, values can overlap the other calls; further: plate controls were buffer without enzyme for full effect and enzyme alone for no effect
Mtb FBA inh – inhibitors of M. tuberculosis fructose-bisphosphate aldolase; inhibition, % at 1 µM; purified M. tuberculosis FBA, fluorescence read-out; 360,000 tested, 2.3% active; P9WQA3; in the data active means inhibition above about 27%;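 further: 0% = vehicle and 100% = reference inhibitor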
Target sequence (P9WQA3 whole entry, looked up): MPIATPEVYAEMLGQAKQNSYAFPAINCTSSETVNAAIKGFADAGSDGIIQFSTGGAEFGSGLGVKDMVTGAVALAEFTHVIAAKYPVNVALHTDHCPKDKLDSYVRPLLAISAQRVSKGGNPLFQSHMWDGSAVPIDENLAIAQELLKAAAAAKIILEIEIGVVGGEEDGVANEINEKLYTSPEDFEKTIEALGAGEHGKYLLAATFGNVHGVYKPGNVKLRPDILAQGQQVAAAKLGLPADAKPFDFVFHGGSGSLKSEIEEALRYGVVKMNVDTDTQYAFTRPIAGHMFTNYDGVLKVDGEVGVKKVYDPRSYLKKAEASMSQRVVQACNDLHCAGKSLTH
PrPC surface inh – cell surface PrPC inhibition, primary TR-FRET screen; TR-FRET read-out; inhibition, % at 13.8 µM; 370,000 tested, 0.43% active; AID 720596; in the data active means inhibition above about 24%; further: 0% = median of the test wells and 100% = reference compound wells
* hit, by the source's call; u = inconclusive; x = not tested or not shown. Unless noted, no stated cut-off is given here; in the data, active means inhibition above about 30%; inactive means the rest. Compounds were not picked by outcome; 4.8% or so of the library scored in one or more.

1	Cc1nc2ccccn2c1C(=O)NNS(=O)(=O)c1ccc(C(C)(C)C)cc1
2	COc1ccccc1-c1sc2cc3c(cc2c1C#Cc1cncn1C)OCO3
3	O=C(c1cccc([N+](=O)[O-])c1)c1ccc2c(c1)OCCOCCOCCO2
4	O=C(NCCC(=O)N1CCN(c2ccccn2)CC1)c1ccc(Cl)cc1
5	CCc1ccc(CNCCc2ccc(F)cc2)cc1
6	CC(=O)N1CCN(c2ccc(N=Cc3c(O)n(-c4ccc(Cl)cc4)c(=O)[nH]c3=O)cc2)CC1
7	O=C(O)c1ccc2c(=O)n3c(nc2c1)/C(=C/c1cccc(O)c1)CC3
8	Nc1nnc(SCC(=O)Nc2ccc3nc(SCC(=O)Nc4ccccc4)sc3c2)s1
9	CCO[C@H]1OC(C(=O)N2CCOCC2)=C[C@@H](C)[C@@H]1CCCO
10	C=CCn1c(SC(C)C(=O)NCC2CCCO2)nnc1-c1ccc(OC)cc1 (configuration not stated)
compound no. | 1 | 2 | 3 | 4 | 5 | 6 | 7 | 8 | 9 | 10
UGM FP inh | 1.7 | -0.7 | -1.5 | -1.1 | 3.7 | x | -2.3 | -1.8 | 0.4 | 1.4
BioA inh | x | -3.2 | 2.1 | 1.4 | x | 0.3 | 2.2 | -1.8 | -0.7 | 13
BoNT F protease | -22 | -5 | -11 | -27 | -18 | -11 | -23 | 4 | 4 | -6
CCHFV vOTU inh | -3 | -1 | -13 | -13 | -6 | 21 | 3 | -11 | 6 | 10
FadD28 FP inh | 0.0 | -22 | -0.8 | -1.3 | -3.8 | -2.0 | x | 0.0 | -1.0 | -2.6
GDH-TPI counter | -2 | 10 | -1 | 1 | 4 | 23 | 29 | 14 | 10 | 2
BoNT-A LC inh2 | -1.6 | 0.2 | -0.8 | -12 | -2.1 | 0.2 | -2.1 | 0.5 | -0.4 | -0.5
Mtb FBA inh | -1 | 48* | 1 | 1 | 1 | -3 | -1 | 0 | 4 | 0
PrPC surface inh | 18 | -10 | -18 | -3 | -5 | -7 | -27 | 14 | -3 | -5

A draw from above in order of SMILES length, largest number first:
3	O=C(c1cccc([N+](=O)[O-])c1)c1ccc2c(c1)OCCOCCOCCO2
9	CCO[C@H]1OC(C(=O)N2CCOCC2)=C[C@@H](C)[C@@H]1CCCO
2	COc1ccccc1-c1sc2cc3c(cc2c1C#Cc1cncn1C)OCO3
compound no. | 3 | 9 | 2
UGM FP inh | -1.5 | 0.4 | -0.7
BioA inh | 2.1 | -0.7 | -3.2
BoNT F protease | -11 | 4 | -5
CCHFV vOTU inh | -13 | 6 | -1
FadD28 FP inh | -0.8 | -1.0 | -22
GDH-TPI counter | -1 | 10 | 10
BoNT-A LC inh2 | -0.8 | -0.4 | 0.2
Mtb FBA inh | 1 | 4 | 48*
PrPC surface inh | -18 | -3 | -10

More structures.
11	COC(=O)c1c(NC(=O)CSc2ncnc3c2cnn3-c2ccccc2Cl)sc2c1CCCC2
12	COc1ccc(S(=O)(=O)N(C)CC(=O)NC2CCCCC2)cc1OC
13	Fc1ccccc1CN1CCC(Cc2ccccc2)CC1
14	Cc1cc2ncn(S(=O)(=O)N3CCOCC3)c2cc1C
15	COc1ccc(C(=O)NNC(=O)c2cccc(F)c2)cc1
16	COc1cc(/C=C2\C(=O)ON=C2c2ccccc2)cc(Cl)c1O
17	CCOC(=O)c1c(C)[nH]c(C(=O)OCc2ccc(F)cc2)c1C
18	OC[C@@H]1CN(Cc2ccccc2)C[C@H](n2cnc3c(N4CCCC4)ncnc32)O1
19	O=C1CC2OCC=C3CN4CCC56c7ccccc7N1C5C2C3CC46O (configuration not stated)
20	O=C(O)CCC(=O)N1N=C(c2cccs2)CC1c1ccc(Br)cc1 (configuration not stated)
compound no. | 11 | 12 | 13 | 14 | 15 | 16 | 17 | 18 | 19 | 20
UGM FP inh | -0.6 | -0.3 | 0.1 | 0.5 | 2.6 | 2.9 | -1.9 | x | x | 1.8
BioA inh | x | 1.4 | 1.3 | 0.5 | x | x | -3.0 | -0.5 | 2.6 | 4.8
BoNT F protease | 2 | -10 | -6 | -5 | 1 | -4 | -4 | 5 | -6 | -6
CCHFV vOTU inh | -8 | -13 | 2 | 1 | -18 | 20 | 7 | 1 | 1 | -5
FadD28 FP inh | -1.8 | -1.2 | -1.1 | 0.1 | -3.1 | -1.8 | -2.6 | -1.5 | -4.6 | 0.6
GDH-TPI counter | 6 | 21 | -1 | 3 | 2 | 7 | 1 | 6 | -5 | 3
BoNT-A LC inh2 | 0.6 | 0.2 | -0.3 | -0.1 | -0.6 | -0.5 | -0.4 | 0.3 | 0.3 | 0.0
Mtb FBA inh | 4 | 3 | 4 | 2 | 0 | -3 | -2 | 5 | -2 | 9
PrPC surface inh | -1 | -5 | 1 | 4 | 1 | -3 | -2 | -1 | 4 | -4

21	O=C1C(C2=NC(C(=O)O)C3C(=O)N(c4ccc(Cl)cc4)C(=O)C23)=C(O)c2ccccc21 (configuration not stated)
22	Clc1ccc(Cc2noc(Cc3ccccc3)n2)cc1Cl
23	CNC(=O)N(O)C1N(NC(=O)Nc2ccccc2)C(=S)SC1(C)C (configuration not stated)
24	O=C1CC2CC1C(C(=O)O)C2C(=O)O (configuration not stated)
25	CCOC(=O)C1=C(O)/C(=C\c2sccc2C)N=C1C
26	Cc1cc(O)c(C=Nc2ccc(N3CCOCC3)cc2)c(C)c1Cl
27	N#CC1=C(Nc2ccc(Br)cc2)CCC1
28	CCCCC(=O)Nc1cccc(-c2cn3ccsc3n2)c1
29	COC(=O)c1cnc(Nc2cc(C)ccc2OC)c2ccccc12
30	Fc1cccc(-c2cc3nc4c(c(N5CCC6(CC5)OCCO6)n3n2)CCCC4)c1
compound no. | 21 | 22 | 23 | 24 | 25 | 26 | 27 | 28 | 29 | 30
UGM FP inh | 2.3 | -1.9 | -3.9 | x | -0.4 | 4.2 | 0.1 | 2.3 | -0.1 | x
BioA inh | -0.5 | -1.7 | -1.6 | x | -1.8 | -3.5 | 0.3 | x | -0.5 | x
BoNT F protease | 0 | -11 | 2 | 5 | 5 | 4 | -10 | 1 | -22 | -15
CCHFV vOTU inh | 6 | -4 | 7 | -1 | 12 | -11 | 1 | -1 | 21 | -13
FadD28 FP inh | -3.6 | -3.0 | -1.9 | -1.8 | -0.6 | -0.8 | -1.0 | -4.1 | x | -2.4
GDH-TPI counter | 21 | -1 | -8 | 1 | 5 | 14 | 8 | 11 | 4 | 5
BoNT-A LC inh2 | 0.3 | -1.2 | 0.2 | -0.6 | 0.8 | -0.3 | -2.1 | 0.5 | -0.8 | -1.1
Mtb FBA inh | -2 | 1 | 0 | -3 | 1 | -2 | -2 | 1 | 15 | 3
PrPC surface inh | -5 | 3 | -1 | 3 | 3 | -16 | 6 | 3 | 6 | -2

31	Cc1cc(/C=C(/C#N)c2nc3ccccc3[nH]2)c(C)n1-c1cccc([N+](=O)[O-])c1
32	CC(C)(C)c1cc(=O)n(-c2ccccc2)[nH]1
33	CCCCN(C(=O)CSCc1ccc(C)cc1)c1c(N)n(Cc2ccccc2)c(=O)[nH]c1=O
34	Cc1ccc(C(=O)NCCc2nc3ccccc3[nH]2)cc1[N+](=O)[O-]
35	Cc1c(C(=O)N2CCN(C(c3ccccc3)c3ccccc3)CC2)oc2ccccc12
36	O=C(NC1CC1)c1ccc(S(=O)(=O)NC2CCCCCC2)cc1
37	Cc1ccc(N2C(=O)CC(N(CCc3ccccc3)C(=S)Nc3ccc(N(C)C)cc3)C2=O)cc1 (configuration not stated)
38	CSc1nc(C)cc(NC(N)=O)n1
39	CC1(C)CC(=O)C/C(=N\NC(=O)c2cccs2)C1
40	Cc1nn(-c2ccccc2)c(C)c1C(=O)NNC(=O)C(F)(F)F
compound no. | 31 | 32 | 33 | 34 | 35 | 36 | 37 | 38 | 39 | 40
UGM FP inh | -3.4 | -2.5 | x | 2.2 | -1.0 | -1.7 | -1.4 | x | -2.3 | 0.5
BioA inh | x | x | -0.9 | x | -1.7 | 0.0 | -1.3 | x | 3.2 | 0.1
BoNT F protease | 1 | -10 | 2 | -4 | 5 | 12 | -22 | -2 | -3 | u
CCHFV vOTU inh | 12 | 77* | 6 | 17 | 4 | -2 | -3 | 9 | -3 | -6
FadD28 FP inh | -2.8 | -1.0 | -1.8 | -2.3 | -0.4 | -2.7 | -2.2 | -2.3 | -0.7 | -1.3
GDH-TPI counter | 17 | 1 | -3 | 3 | 0 | 1 | -1 | -2 | 18 | -10
BoNT-A LC inh2 | -0.1 | -0.9 | 2.4 | -0.4 | 2.3 | 4.5 | 0.5 | 0.1 | -0.8 | -1.0
Mtb FBA inh | -1 | -2 | 0 | -1 | 0 | 3 | 0 | 3 | -1 | 0
PrPC surface inh | -4 | -3 | -2 | 0 | -5 | 5 | 4 | -1 | 4 | -5

41	CCCOc1ccc(Cl)cc1CN1CCOCC1
42	CCCc1cc(=O)[nH]c(SCC(=O)N2CCCC2=O)n1
43	Cc1sc2nc(C(C)C)nc(SCC(=O)N3c4ccccc4CC3C)c2c1C (configuration not stated)
44	COc1ccccc1C(=O)Nc1nc2nc(-c3ccccc3)cc(=O)n2[nH]1
45	CCOC(=O)C1(Cc2ccccc2)CCCN(CCCn2cccn2)C1 (configuration not stated)
46	COc1ccc([N+](=O)[O-])cc1NC(=O)C(C)Sc1ccc(C)cc1 (configuration not stated)
47	NS(=O)(=O)c1ccc(F)c(C(=O)O)c1
48	Cc1ccc(S(=O)(=O)N2CCC(C(=O)N3CCC(C(=O)NCC4CCCO4)CC3)CC2)cc1 (configuration not stated)
compound no. | 41 | 42 | 43 | 44 | 45 | 46 | 47 | 48
UGM FP inh | -1.7 | -0.2 | 0.3 | 0.1 | 0.4 | 1.9 | 0.3 | -0.5
BioA inh | x | -0.1 | -0.5 | x | x | x | 1.3 | -0.6
BoNT F protease | 1 | -14 | -4 | 7 | -7 | -11 | 0 | 0
CCHFV vOTU inh | 6 | -15 | 0 | 12 | -14 | 9 | -2 | 4
FadD28 FP inh | -2.2 | -1.6 | -1.3 | -11 | -0.2 | -1.7 | -3.6 | -2.3
GDH-TPI counter | -1 | -7 | 2 | -9 | 7 | 6 | -5 | -10
BoNT-A LC inh2 | -0.4 | -4.1 | 0.4 | -0.4 | -2.8 | -0.4 | 1.0 | -0.3
Mtb FBA inh | 1 | 1 | 2 | 3 | 8 | -1 | 2 | 1
PrPC surface inh | 3 | -6 | 5 | 7 | 4 | 0 | -1 | 4

One compound at a time, from the list above. Screens in order: UGM FP inh, BioA inh, BoNT F protease, CCHFV vOTU inh, FadD28 FP inh, GDH-TPI counter, BoNT-A LC inh2, Mtb FBA inh, PrPC surface inh
O=C1CC2OCC=C3CN4CCC56c7ccccc7N1C5C2C3CC46O (configuration not stated) is listed with x, 2.6, -6, 1, -4.6, -5, 0.3, -2, 4
C=CCn1c(SC(C)C(=O)NCC2CCCO2)nnc1-c1ccc(OC)cc1 (configuration not stated) is listed with 1.4, 13, -6, 10, -2.6, 2, -0.5, 0, -5
CSc1nc(C)cc(NC(N)=O)n1 is listed with x, x, -2, 9, -2.3, -2, 0.1, 3, -1
